# Rad51 HR inh: human RAD51 strand exchange inhibitors, primary screen, biochemical, fluorescence; hRad51 DNA strand exchange, fluorescence dequenching; AID 1385, 2008; actives 0.085% (n = 200,000); inhibition, % at 10 µM; DNA repair protein RAD51 homolog 1 (Homo sapiens), Q06609;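 active means inhibition above 40% at the single screening dose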;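 further: 0% = DMSO control wells and 100% = blanks with heterologous ssDNA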
# Target sequence (Q06609 whole entry, looked up): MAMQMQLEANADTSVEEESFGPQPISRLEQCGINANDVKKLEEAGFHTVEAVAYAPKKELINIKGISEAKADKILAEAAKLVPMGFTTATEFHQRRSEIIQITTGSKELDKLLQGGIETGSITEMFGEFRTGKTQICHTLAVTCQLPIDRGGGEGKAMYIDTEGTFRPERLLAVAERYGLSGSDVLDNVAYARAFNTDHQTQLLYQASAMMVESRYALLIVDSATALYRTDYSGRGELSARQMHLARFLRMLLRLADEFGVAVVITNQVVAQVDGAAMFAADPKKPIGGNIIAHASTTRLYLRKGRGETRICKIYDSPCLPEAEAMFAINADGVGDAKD
#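 Material: Human Rad51 nucleoprotein filaments preassembled on unlabelled ssDNA | Also added: Labelled 47-mer dsDNA for strand exchange | Dosing: Single dose, 10 µM final compound | Schedule: 30-min compound preincubation and 15-min exchange, both room temperature | Technique: Fluorescence dequenching at 485/520 nm | Measure: Percent inhibition relative to plate controls and blanks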
# Cl transport mod: KCC2 cotransporter modulators, thallium flux, primary screen, cell-based, HEK293 KCC2, FluoZin-2 fluorescence, MLSMR; Solute carrier family 12 member 5 (Homo sapiens), Q9H2X9; KCC2 cells, thallium flux FluoZin-2 fluorescence; B-score of Tl+ flux slope (higher = more flux/activation; lower = inhibition) at 10 µM; actives 2.2% (n = 190,000); AID 1456, 2008;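 active means thallium flux slope and its plate-corrected score both differing from the plate sample mean at a set confidence after two filtering rounds, in either direction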;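 further: slope of fluorescence scaled to starting intensity during 10 to 20 s after thallium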
# zVAD death inh: inhibitors of zVAD-triggered necroptosis, primary screen, L929 cells; L929 zVAD necroptosis rescue, ATP luminescence, 24 h; with zVAD 60 µM; viability rescue, % at 10 µM; actives 0.38% (n = 220,000);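 active means activation, scaled between plate controls, above about 75%, limit read from the data; inactive means activation under that limit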;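 further: 0% = zVAD with DMSO and 100% = DMSO alone without zVAD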
# FXIa inh: human FXIa protease inhibitors, primary screen, biochemical, 1536-well. AID 798, 2007. inhibition, % at 5 µM. Coagulation factor XI (Homo sapiens), P03951. actives 0.14% (n = 220,000). purified FXIa, Boc-Glu-Ala-Arg-AMC fluorogenic substrate;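 active means inhibition of at least 40%; inactive means inhibition below 40%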;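 further: fluorescence of freed AMC excited at 355 nm; 0% = enzyme without compound and 100% = no enzyme blank; many of its hits are not listed in these tables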
# thrombin 1536: human alpha-thrombin inhibitors, primary screen, counter-screen for coagulation protease inhibitor project, biochemical, 1536-well, fluorogenic AMC substrate; Prothrombin (Homo sapiens), P00734; Boc-VPR-AMC fluorogenic substrate cleavage; inhibition, % at 5 µM; actives 0.26% (n = 220,000); AID 1046, 2008;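 active means inhibition at or above 40%; inactive means inhibition below 40%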;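 further: 0% = enzyme with no compound and 100% = wells without enzyme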
#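 Material: human alpha-thrombin protein. Incubation: reaction at ambient temperature. Technique: fluorescence of released AMC, ex 355 nm, em 460 nm. Control set: no-compound enzyme wells and no-enzyme blanks. Also added: Boc-VPR-AMC substrate, 15 µM final. Buffer or medium: pH 7.5 Tris (50 mM) with NaCl 150 mM, Tween 20 0.05%.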
# Hck-Nef inh: inhibitors of Nef-activated human Hck kinase, primary screen, biochemical, Z-Lyte FRET, 384-well, Hck-YEEI; AID 463187, 2010; actives 0.68% (n = 220,000); Recombinant Hck-YEEI plus Nef, Z-Lyte FRET kinase assay; Tyrosine-protein kinase HCK (Homo sapiens), P08631; inhibition, % at 20 µM;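 active means Hck-Nef kinase inhibition above about 50%, limit read from the data; inactive means inhibition below that limit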;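 further: 0% = DMSO with Hck plus Nef and 100% = Hck alone without Nef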
# Target sequence (P08631 whole entry, looked up): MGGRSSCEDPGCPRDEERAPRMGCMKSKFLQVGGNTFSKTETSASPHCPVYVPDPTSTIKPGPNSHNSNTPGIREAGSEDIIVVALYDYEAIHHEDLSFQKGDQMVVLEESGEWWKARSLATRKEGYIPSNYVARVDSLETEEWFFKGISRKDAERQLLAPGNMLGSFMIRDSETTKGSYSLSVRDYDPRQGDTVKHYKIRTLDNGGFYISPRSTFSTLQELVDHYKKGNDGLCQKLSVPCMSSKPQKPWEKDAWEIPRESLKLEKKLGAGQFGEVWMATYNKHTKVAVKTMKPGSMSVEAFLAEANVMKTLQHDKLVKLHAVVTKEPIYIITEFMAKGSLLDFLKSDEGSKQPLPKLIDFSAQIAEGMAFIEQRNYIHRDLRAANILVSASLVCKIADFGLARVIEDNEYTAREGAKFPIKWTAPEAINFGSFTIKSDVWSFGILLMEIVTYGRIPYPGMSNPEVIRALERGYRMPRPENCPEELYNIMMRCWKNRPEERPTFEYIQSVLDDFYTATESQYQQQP
# KLK5 inh: human KLK5 protease inhibitors, primary screen, biochemical, 1536-well; actives 0.59% (n = 210,000); recombinant hK5, fluorogenic AMC substrate cleavage; AID 873, 2007; Kallikrein-5 (Homo sapiens), Q9Y337; inhibition, % at 5 µM;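 active means inhibition of 40% or more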;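 further: 0% = enzyme controls without compound and 100% = no-enzyme blanks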
# Target sequence (Q9Y337 67-293 limits assumed): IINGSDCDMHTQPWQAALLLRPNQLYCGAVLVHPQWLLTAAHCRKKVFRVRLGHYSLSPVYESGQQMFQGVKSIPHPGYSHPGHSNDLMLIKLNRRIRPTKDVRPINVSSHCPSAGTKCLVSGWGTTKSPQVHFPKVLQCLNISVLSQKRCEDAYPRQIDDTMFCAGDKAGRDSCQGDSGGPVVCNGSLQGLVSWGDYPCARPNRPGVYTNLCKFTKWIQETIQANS
# TNF death inh: inhibitors of TNF-alpha triggered necroptosis, primary screen, cell-based, Jurkat FADD-/-, single concentration; Jurkat FADD-/- TNF necroptosis rescue, ATP luminescence, 24 h; 0 = TNF only, 100 = no-TNF cells; activation (protection from cell death), % at 10 µM; actives 0.068% (n = 220,000); AID 463075, 2010;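 active means activation, meaning protection from cell death, of at least 50% relative to plate controls; inactive means activation below 50%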;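 further: necroptosis triggered by 40 ng/mL TNF-alpha added together with compound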
# FXIIa inh: human FXIIa protease inhibitors, primary screen, biochemical, 1536-well | Coagulation factor XII (Homo sapiens), P00748 | purified FXIIa, Boc-QGR-AMC fluorogenic substrate, 2 h | inhibition, % at 5 µM | actives 0.3% (n = 220,000); in the data active means inhibition above about 40%;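 further: 0% = enzyme with no compound and 100% = blank without enzyme; many of its hits are not listed in these tables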
# The depositor's hits bear a star; x = not tested or not shown. The list is partial; count on the stated rates, not on these rows.
SMILES,Rad51 HR inh,Cl transport mod,zVAD death inh,FXIa inh,thrombin 1536,Hck-Nef inh,KLK5 inh,TNF death inh,FXIIa inh
COc1cc(CNC2CCCC2)cc(OC)c1OC,5,-0.1,0.1,4,-4,0,-10,-0.4,14
Cc1ccc(C2=[N+]([O-])C3(CCCCC/C3=N\O)N(O)C2(C)C)o1 (stereo not drawn),0,-0.39,2.6,-5,1,0,-11,-0.2,16
Cn1cc(CN2CCCC(C(=O)c3ccc(-c4ccccc4)c(F)c3)C2)cn1 (stereo not drawn),x,x,-0.8,-1,-2,15,x,1.0,6
COc1ccc(Sc2cnn(-c3ccccc3)c(=O)c2Cl)cc1,7,-1.1,-0.1,5,2,-2,-6,-10,7
Cc1ccc(/C=N/n2c(C)nc3ccccc3c2=O)s1,2,-0.036,1.6,-3,-10,-3,-3,-1.4,5
CC(C)COc1ncnc2c1sc1nc3c(cc12)COC(C)(C)C3,x,0.32,-0.8,3,-6,10,2,4.0,5
COc1cccc(NC(C)C(=O)N2CC(C)OC(C)C2)c1 (stereo not drawn),-6,-0.048,0.7,-1,-2,1,3,-1.9,-5
CCCCOc1ccccc1P(=O)(O)CP(=O)(c1ccccc1)c1ccccc1,-4,0.9,-0.5,-11,6,2,-24,-0.5,1
Cc1ccc(Nc2c3c(nc4ncnn24)CC(C)CC3)cc1 (stereo not drawn),16,-0.017,-0.9,8,5,1,-5,-6.4,17
COc1ccc(-c2noc(CCC(=O)NCCCN3CCN(c4ccc(F)cc4)CC3)n2)cc1,-7,0.17,-0.6,-3,1,7,9,-2.8,3
O=C1C(Nc2ccccc2)=C(N2CCCCC2)C(=O)c2ccccc21,-5,0.022,0.9,-8,2,0,-13,-14,-8
CCCCOCCCNC(=O)c1ccc2c(c1)OCO2,-6,-0.12,-0.4,-6,-4,0,-8,-2.2,7
O=C(c1ccccc1)C1Oc2ccccc2C2CC(c3cccs3)=NN12 (stereo not drawn),-2,0.22,1.1,-5,0,-11,-35,2.9,-2
Cc1ccc(-n2ncc3c(NCc4ccc5c(c4)OCO5)ncnc32)c(C)c1,4,-1.2,0.8,-12,-10,0,-4,-1.3,-27
O=C(Cn1cnc(Cl)c1Cl)c1ccccc1,-5,-0.27,0.4,7,6,-31,12,1.8,16
COc1cc(NC(=O)C/C(C)=N/NC(=O)C(=O)NCCO)c(OC)cc1Cl,x,0.79,0.5,3,-1,-13,2,1.8,9
O=C1c2cccc3cccc(c23)C(=O)N1OS(=O)(=O)c1ccccc1,-10,x,-0.5,-18,12,-2,-33,-2.5,-3
O=C(O)CSc1nnc(Nc2ccccc2)n1-c1ccccc1,5,0.77,-0.7,-2,-1,20,-7,1.6,3
COC(=O)c1cc(C(=O)OC)cc(N2C(=O)CN=C2Nc2nc(C)cc(C)n2)c1,8,0.61,-0.6,3,-3,7,15,-0.4,5
c1ccc2oc(NC3=NCN(C4CCCCC4)CN3)nc2c1,19,1.3,0.5,-3,-3,15,-2,1.9,5
CCOC(=O)C1CCCN(S(=O)(=O)c2ccc(OC)c3ccccc23)C1 (stereo not drawn),-2,-0.31,-0.1,-11,-6,1,-1,-1.1,1
CCCC(=O)Nc1ccc(C(=O)O)cc1NC(=O)CCC,8,0.29,0.3,-3,-3,1,-2,0.1,4
NC(=O)[C@@H]1CC2(CC(c3cccc(NC(=O)CC(c4ccccc4)c4ccccc4)c3)=NO2)CN1C(=O)c1ccc(Cl)cc1 (stereo partly drawn),-1,0.61,0.9,-2,-4,24,-4,-14,2
COc1ccc2occ(C(=O)c3cccs3)c2c1,-8,x,-0.3,-2,-3,-1,4,0.5,-1
Cc1ccc(C)c(OCC(=O)N/N=C/c2ccsc2)c1,0,0.69,0.4,1,2,0,-14,-0.9,9
Cc1cccc(OCC(=O)NC(C)C(=O)N/N=C/c2c(OCc3ccccc3)ccc3ccccc23)c1 (stereo not drawn),-11,-0.96,-0.5,2,0,-23,1,-1.6,10
O=C(CCSc1ccccc1)Nc1ccc(S(=O)(=O)N2CCOCC2)cc1,-2,-0.77,-0.2,-4,1,1,-22,1.0,2
O=C1c2ccccc2NC(c2ccc(O)cc2)N1/N=C/c1ccc(O)cc1 (stereo not drawn),7,-0.81,1.1,-1,-10,0,-21,-0.6,0
NC(=S)NN=C1c2cc(S(=O)(=O)N3CCOCC3)ccc2-c2ccc(S(=O)(=O)N3CCOCC3)cc21,-5,-0.14,-0.6,2,-4,4,-21,1.6,6
COC(=O)c1ccc(OCC(=O)c2ccc(O)cc2O)cc1,-6,-0.38,1.4,-1,1,-5,-13,-0.2,-3
CCCCc1cc(=O)oc2c(CN(C)C)c(O)ccc12,1,-0.17,0.4,-38,-44,83*,-104,0.2,-117
COc1cc(OC)cc(C(=O)N2CCCc3ccccc32)c1,-6,-0.9,1.0,7,3,1,-2,-0.9,12
CCn1nc(NC(=O)c2ccncc2)c2cc3ccccc3nc21,1,x,1.5,-1,1,6,-7,0.7,13
Cc1cc(C)c(NC(=O)c2cn3c4c(c(N5CCN(C)CC5)c(F)cc4c2=O)OCC3C)c(C)c1 (stereo not drawn),-64,0.27,0.4,9,1,10,-4,-2.2,12
Cc1ccc(-c2nnc(N3CCC(C)CC3)c3ccccc23)cc1C,-6,-1.7,2.0,-4,-15,24,-10,3.5,5
COc1ccc(S(=O)(=O)N2CCCCC2)cc1NC(=O)c1ccc2c(c1)OCO2,1,0.55,1.0,-5,-1,0,-6,-0.1,7
COc1cccc(NC(=O)c2ocnc2C)c1,2,x,1.9,3,-1,1,3,-2.1,9
COc1cc2c(cc1NC(=O)c1cc(-c3ccncc3)nc3ccccc13)oc1ccccc12,17,2.1,-0.3,8,2,11,-8,0.4,17
N#Cc1ccsc1NC(=O)c1cccc([N+](=O)[O-])c1,-7,-1.1,1.6,0,-10,26,-5,-0.2,8
COc1ccc(C(=O)N/N=C2\CCc3ccccc32)cc1OC,6,0.14,3.2,0,-6,23,-1,1.4,-10
O=C(c1ccc([N+](=O)[O-])cc1)N1CCC(n2nnc3cc(F)ccc32)CC1,1,-0.57,1.2,-4,-5,20,-4,0.3,10
Cc1ccc(OCCn2cnc3c(N)ncnc32)cc1,-1,0.069,0.7,-9,-8,-1,-2,-2.8,-16
CCOC(=O)c1ccccc1-c1csc(NS(=O)(=O)c2ccc(Cl)cc2)n1,-15,-3.8,-0.2,4,4,0,0,-2.9,12
COc1ccc(/C=C/c2ccc(=O)n(Cc3ccccc3)n2)cc1,-22,-0.12,-0.2,-3,7,17,-2,0.0,4
CC1CCN(C(=O)CN(C)S(=O)(=O)c2cccc3nsnc23)CC1,6,x,1.8,1,1,-1,-5,0.6,17
CC(C)N(Cc1nc(-c2ccc(Cl)cc2)no1)C(=O)CCCN1C(=O)c2ccccc2C1=O,0,x,-1.3,-3,2,0,-6,-1.1,4
N#Cc1nc(COc2cccc(Cl)c2)oc1NCc1ccncc1,7,x,-0.2,-6,-8,9,-16,-6.0,-1
COC(=O)c1sccc1NC(=O)/C=C/c1ccc(Cl)cc1Cl,3,0.22,1.6,4,-2,11,-16,1.0,8

# In the list so far, these have a nitro group on carbon:
SMILES,Rad51 HR inh,Cl transport mod,zVAD death inh,FXIa inh,thrombin 1536,Hck-Nef inh,KLK5 inh,TNF death inh,FXIIa inh
N#Cc1ccsc1NC(=O)c1cccc([N+](=O)[O-])c1,-7,-1.1,1.6,0,-10,26,-5,-0.2,8
O=C(c1ccc([N+](=O)[O-])cc1)N1CCC(n2nnc3cc(F)ccc32)CC1,1,-0.57,1.2,-4,-5,20,-4,0.3,10

# Later entries.
SMILES,Rad51 HR inh,Cl transport mod,zVAD death inh,FXIa inh,thrombin 1536,Hck-Nef inh,KLK5 inh,TNF death inh,FXIIa inh
C(=C\c1nc(N2CCCC2)c2ccccc2n1)/c1ccccc1,-2,0.52,0.6,-11,-12,1,-6,0.9,3
O=C(c1cc(COc2ccc3ncccc3c2)on1)N1CCC(O)CC1,-117,-0.25,0.8,0,-1,13,0,-1.6,7
COc1ccc(/C=C/CN2CCC(CO)(Cc3ccccc3Cl)CC2)cc1,0,-0.018,1.3,-3,-12,22,0,-1.4,4
COC(=O)Cn1c(=O)c2c(nc3n2CC(C)CN3c2ccc(C)c(C)c2)n(C)c1=O (stereo not drawn),4,-0.93,-0.6,2,-2,31,0,-1.1,9
COC(=O)c1cnn(-c2nc3c(C)cccc3s2)c1C,-2,0.18,-0.9,1,0,-1,-1,-1.9,4
CC1=C(C(=O)OC(C)C)C(c2cccc([N+](=O)[O-])c2)n2c(cc(=O)[nH]c2=S)N1 (stereo not drawn),x,0.69,-0.3,9,-3,8,-18,-0.2,8
COc1ccc(S(=O)(=O)N2C3CCC2CC(NC(=O)C2CC2)C3)cc1 (stereo not drawn),-3,1.3,0.0,1,2,0,-2,-1.9,10
NC(=O)c1ccc[n+](CC(=O)c2ccc(Br)cc2)c1,-2,-0.13,3.9,-3,16,23,-4,2.5,5
O=[N+]([O-])c1cccc(-c2nnc(-c3ccccc3)o2)c1,-4,-0.0049,5.7,-2,-7,15,0,-0.6,2
COc1n[nH]c(C(=O)Nc2cc(Cl)ccc2Cl)c1[N+](=O)[O-],17,1.2,6.8,0,1,19,2,1.0,5
CCN1CCc2c(C#N)c(N3CCCCC3)nc(NCc3ccccc3)c2C1,-9,0.66,-0.4,1,1,7,-31,-2.2,10
COc1cccc(-n2nc(C(C)=O)c(C#N)c2-c2ccco2)c1,x,0.23,0.4,12,18,1,-1,0.2,16

# Rewritten with tabs: part of the list above
Molecule	Rad51 HR inh	Cl transport mod	zVAD death inh	FXIa inh	thrombin 1536	Hck-Nef inh	KLK5 inh	TNF death inh	FXIIa inh
COc1ccc(/C=C/c2ccc(=O)n(Cc3ccccc3)n2)cc1	-22	-0.12	-0.2	-3	7	17	-2	0.0	4
CC1CCN(C(=O)CN(C)S(=O)(=O)c2cccc3nsnc23)CC1	6	x	1.8	1	1	-1	-5	0.6	17

# Further structures follow:
SMILES,Rad51 HR inh,Cl transport mod,zVAD death inh,FXIa inh,thrombin 1536,Hck-Nef inh,KLK5 inh,TNF death inh,FXIIa inh
C=C(C)Cn1c(CCCNC(=O)C(C)(C)C)nc2ccccc21,-10,-2.3,-0.5,15,9,1,-9,-0.5,24
COc1cc2c(cc1OC)CN(C(=O)c1cc(=O)c3ccccc3o1)CC2,-6,-0.81,-0.6,22,-7,10,-34,-13,19
Cn1cnnc1SCC(=O)N1CCC(Cc2ccccc2)CC1,-1,-0.48,-0.1,4,0,1,-17,-4.4,13
O=C(Nc1ccccc1C(=O)N1CCOCC1)c1ccc([N+](=O)[O-])cc1,4,1.9,0.6,-9,-3,-9,-24,0.0,-2

# Source: PubChem BioAssay (several laboratories)
